TNAP inh noacc: TNAP (human) inhibition, acceptor-free conditions. purified TNAP, CDP-star luminescence, 30 min. inhibition, % at 20 µM. hit rate 0.26% among 200,000;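 active means tissue-nonspecific alkaline phosphatase inhibition above about 50% at 20 µM in the single-dose screen, limit read from the data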;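 further: 0% = DMSO negative control and 100% = EDTA positive control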
Target sequence (P05186 whole entry, looked up): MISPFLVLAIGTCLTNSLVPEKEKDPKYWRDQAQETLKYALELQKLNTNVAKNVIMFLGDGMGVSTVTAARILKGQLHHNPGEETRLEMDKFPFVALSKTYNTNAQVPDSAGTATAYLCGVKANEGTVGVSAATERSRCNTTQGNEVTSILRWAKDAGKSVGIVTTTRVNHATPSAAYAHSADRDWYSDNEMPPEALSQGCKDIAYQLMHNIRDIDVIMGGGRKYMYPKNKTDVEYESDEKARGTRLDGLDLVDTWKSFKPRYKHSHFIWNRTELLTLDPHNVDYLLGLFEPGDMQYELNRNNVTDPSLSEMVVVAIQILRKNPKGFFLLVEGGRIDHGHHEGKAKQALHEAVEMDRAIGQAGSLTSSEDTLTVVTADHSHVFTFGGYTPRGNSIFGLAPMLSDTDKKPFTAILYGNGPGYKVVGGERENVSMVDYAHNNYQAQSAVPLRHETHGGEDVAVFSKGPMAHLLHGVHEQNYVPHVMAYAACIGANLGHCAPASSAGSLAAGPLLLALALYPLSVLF
TNAP act hi DEA: increases human TNAP activity under high phosphate acceptor concentration. P05186. purified TNAP, CDP-star luminescence, 1 M DEA, 30 min; hits give high values; 0 = EDTA background, 1 = DMSO-only activity. activation factor at 20 µM. 200,000 tested, under 10 active;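 active means activation factor at least 2 at 20 µM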
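Dosing: 20 µM single point. System: human TNAP. Amount: TNAP 1/800 final. Incubation: 30 min, room temperature. Read-out: TNAP activation factor scaled between EDTA and DMSO control wells. Signal: luminescence from CDP-star hydrolysis. Medium: 1 M DEA, pH 9.8, Mg2+, Zn2+. Control set: EDTA negative control, DMSO positive control.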
Diaphorase act: diaphorase activation or chemical reduction counter-screen; Diaphorase/resazurin coupled assay, resorufin fluorescence, 16 min; hits give high values; 1 = vehicle wells, 0 = NADH-free wells; activation factor at 20 µM; hit rate 0.005% among 190,000; AID 1229;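 active means diaphorase activity raised at least twofold by the compound at 20 µM; inactive means activation factor below 2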
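System – purified diaphorase enzyme from Clostridium kluyveri · Input – enzyme 0.07 U/mL final · Also added – final NADH 0.114 mM, resazurin 0.1 mM · Measured by – fluorescence of resorufin, 544 nm excitation, 590 nm emission · Timing – 16 min enzyme reaction, ambient temperature · Measure – resorufin increase flagging diaphorase activators or reducers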
bIAP inhibitor: intestinal alkaline phosphatase (bovine) inhibition | purified bovine IAP, CDP-star luminescence, 30 min | inhibition, % at 20 µM | 190,000 tested, under 10 active | AID 1019;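 active means over 50% inhibition of intestinal alkaline phosphatase at 20 µM in the single-dose screen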
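test system = bovine IAP enzyme | medium = DEA buffer 100 mM, pH 9.8, with MgCl2 1.0 mM, ZnCl2 0.02 mM | detection = luminescence | dosing = single compound dose of 20 µM, 2% DMSO final | incubation = 30 min reaction at room temperature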
L major viab: inhibitors of Leishmania major promastigote growth. hit rate 9% among 200,000. inhibition, % at 10 µM. AID 1063. Leishmania major promastigotes, resazurin fluorescence viability; in the data active means inhibition above about 50%;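 further: promastigotes grown with compound for 44 hours at 28 °C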
PMI activator: activators of human phosphomannose isomerase | hit rate 0.005% among 190,000 | purified human PMI, coupled resazurin fluorescence, 20 min; hits give high values; 1 = vehicle control, 0 substrate-free wells | P34949 | activation factor at 20 µM;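 active means activation factor of 2 or more at 20 µM, relative to plate controls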
Target sequence (P34949 whole entry, looked up): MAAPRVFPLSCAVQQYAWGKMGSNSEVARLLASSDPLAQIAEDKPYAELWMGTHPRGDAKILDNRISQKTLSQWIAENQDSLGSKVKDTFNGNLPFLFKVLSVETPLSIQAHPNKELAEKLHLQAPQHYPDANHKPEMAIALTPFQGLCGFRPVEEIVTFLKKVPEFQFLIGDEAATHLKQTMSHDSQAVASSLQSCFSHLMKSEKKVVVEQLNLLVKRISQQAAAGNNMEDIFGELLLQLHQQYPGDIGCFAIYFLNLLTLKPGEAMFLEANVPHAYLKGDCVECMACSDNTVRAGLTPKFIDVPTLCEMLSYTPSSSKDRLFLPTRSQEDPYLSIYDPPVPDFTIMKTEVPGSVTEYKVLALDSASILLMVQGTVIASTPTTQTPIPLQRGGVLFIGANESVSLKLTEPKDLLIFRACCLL
PMI act satM6P: increases human PMI activity with near-saturating mannose 6-phosphate | coupled PMI enzyme assay, resazurin fluorescence, 20 min; hits give high values; 1 = untreated enzyme, 0 = substrate-free blank | P34949 | hit rate 0.34% among 190,000 | AID 1216 | activation factor at 20 µM;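 active means activation factor of 2 or more at 20 µM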
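Test system: human phosphomannose isomerase with PGI, G6PDH, diaphorase coupling enzymes; Amount: PMI at 15 ng/mL final; Reagent: Mannose-6-phosphate 1.0 mM (near-saturating) plus 0.22 mM NADP+; Timing: 20 min, room temperature; Technique: resorufin fluorescence at Ex 544/Em 590 nm; Dosing: 20 µM single dose.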
TNAP inh hi DEA: inhibitors of human TNAP at high phosphate acceptor concentration. purified TNAP, CDP-star luminescence, 1 M DEA. inhibition, % at 20 µM. AID 1135. hit rate 0.03% among 200,000. P05186;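 active means over 50% inhibition of tissue-nonspecific alkaline phosphatase at 20 µM in the single-dose screen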;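 further: plate controls were DMSO wells for no effect and EDTA-quenched wells as full inhibition for full effect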
bIAP activator: increases bovine intestinal alkaline phosphatase activity | activation factor at 20 µM | purified bovine IAP, CDP-star luminescence, 30 min; hits give high values; fold of DMSO-control signal, blank-subtracted | AID 1016 | hit rate 0.17% among 200,000;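 active means activation factor of 2 or more at 20 µM, a signal rise over negative controls twice the positive control's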
Diaphorase inh: counter-screen for diaphorase-based assays: diaphorase inhibitors and chemical oxidizers; hit rate 0.69% among 190,000; diaphorase resazurin-to-resorufin fluorescence, NADH, 16 min; bacterial (C. kluyveri) enzyme, not human; AID 1217; inhibition, % at 20 µM;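 active means primary screen inhibition at 20 µM above a set limit, cut at about 50% in these data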;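 further: plate controls were DMSO with full reaction for no effect and wells lacking NADH for full effect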
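System: Bacterial diaphorase enzyme (C. kluyveri) | Incubation: 16-min room-temperature incubation before reading | Benchmarks: No-NADH positive control and DMSO neutral control | Measured by: Resorufin fluorescence 544/590 nm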
* = called active by the depositor.

SMILES	TNAP inh noacc	TNAP act hi DEA	Diaphorase act	bIAP inhibitor	L major viab	PMI activator	PMI act satM6P	TNAP inh hi DEA	bIAP activator	Diaphorase inh
COc1ccc2c(c1)Cc1sc(NC(=O)c3ccccc3)nc1-2	-5	1	0.8	14	9	1	1.1	-1	0.9	15
Cc1ccccc1NC(=O)C(=Cc1ccc(C(=O)O)cc1)C(=O)Nc1ccccc1C	-7	1	1	-6	23	1.3	1.1	2	1.1	-4
O=C(Nc1ccc2c(c1)OCO2)C1CCN(c2ccc(S(=O)(=O)N3CCOCC3)cc2)CC1	-10	1	1	-6	-6	1.1	0.9	-4	1.1	3
COc1ccc(C)cc1C1=Nc2ccccc2C1(C)C	-2	1	0.9	5	-3	0.8	0.8	0	0.9	15
O=C(c1ccc(F)cc1)n1cc(C(=S)N2CCOCC2)c2ccccc21	-1	1	1	-16	-3	0.9	0.9	-1	1.2	1
COCCOC(=O)C1=C(C)NC(=O)NC1c1ccc(-c2cc(Cl)ccc2Cl)o1 (centres undefined)	-4	1	0.9	-2	14	1	1.1	-2	1	11
O=C(c1ccccc1[N+](=O)[O-])N1CCN(Cc2ccc3c(c2)OCO3)CC1	-15	1	0.8	12	-4	0.9	0.9	-3	0.9	16
Cc1ccccc1N1C(=O)C(Oc2ccc(Cl)cc2)C1CNC(C)(C)C (centres undefined)	-13	1	0.9	9	87*	0.9	1.1	-3	0.9	7
COc1ccccc1OC(=O)c1ccc(S(=O)(=O)N(C)C)cc1	10	1	0.9	-2	15	1.1	1	0	1	8
CC1CCN(c2ccc(S(=O)(=O)NC3=NCCCCC3)cc2[N+](=O)[O-])CC1	5	0.9	0.9	6	6	1	1	7	0.9	10
COc1ccc(NC(=O)C2C(=O)NC3(C)CC2c2ccccc2O3)cc1 (centres undefined)	-13	1	0.9	5	7	0.9	0.9	-1	1	12
O/N=C1\CC/C(=N\O)c2nn(-c3ccc(Cl)cc3Cl)nc21	3	1	0.9	6	-3	1.2	1	-3	0.9	8

The last 3 entries of the part above lead into the next:
SMILES	TNAP inh noacc	TNAP act hi DEA	Diaphorase act	bIAP inhibitor	L major viab	PMI activator	PMI act satM6P	TNAP inh hi DEA	bIAP activator	Diaphorase inh
CC1CCN(c2ccc(S(=O)(=O)NC3=NCCCCC3)cc2[N+](=O)[O-])CC1	5	0.9	0.9	6	6	1	1	7	0.9	10
COc1ccc(NC(=O)C2C(=O)NC3(C)CC2c2ccccc2O3)cc1 (centres undefined)	-13	1	0.9	5	7	0.9	0.9	-1	1	12
O/N=C1\CC/C(=N\O)c2nn(-c3ccc(Cl)cc3Cl)nc21	3	1	0.9	6	-3	1.2	1	-3	0.9	8
CCOC(=O)c1ccc(NC(=O)CN2C(=O)CCC2=O)cc1	-6	1	0.9	7	-5	0.9	0.9	3	0.9	13
Cc1nnc(SCC(=O)Nc2ccccc2)n(N)c1=O	-19	1	0.9	-21	-7	0.9	0.9	-2	1.2	6
COc1ccccc1C(=O)Nc1c2c(nn1-c1cccc(C)c1C)CS(=O)(=O)C2	-11	1	0.9	2	6	0.9	0.9	-2	1	6
O=C(Nc1cccc(Cl)c1)N1CCN(c2ncccn2)CC1	-5	1	0.9	11	1	1	1.1	-3	0.9	8
Cc1ccc(S(=O)(=O)Cc2ccc(C(=O)N3CCCCCC3)o2)cc1	-16	1.1	0.8	9	-6	0.9	0.9	-6	0.9	20
CCN(c1ccccc1)S(=O)(=O)c1ccc(OC)c(NC(=O)CNCC(C)O)c1 (centres undefined)	-14	1	1	0	64*	0.9	1.1	0	1	4
COc1ccc(NC(=O)c2nc3nc(C)cc(C(F)F)n3n2)cc1OC	-5	1.1	1.1	2	-2	1	1	-7	1	-10
Cc1ccc(S(=O)(=O)N2CCC(=O)N(CCOC(=O)NCc3ccccc3)CC2)cc1	-10	1	0.9	8	-4	1	1	1	0.9	9
O=C1OC(N2CCN(c3ccccn3)CC2)c2ccccc21 (centres undefined)	-14	1	0.8	6	-4	0.8	0.8	-2	0.9	17
CCn1c(-c2ccc(F)cc2)cnc1SCC(=O)N1CCc2ccccc21	-6	1	0.8	12	-1	0.8	0.8	2	0.9	17
CCOc1ccc(NS(=O)(=O)c2ccc3[nH]cc(C(=O)N(CC)CC)c(=O)c3c2)cc1	-13	1.1	0.9	18	-5	1.1	0.9	-6	0.8	7
CCOc1ccc(Cc2nnc(N)s2)cc1OCC	-8	1	0.9	9	3	0.9	0.9	-1	0.9	12

Continued, overlapping the part above by two compounds.
SMILES	TNAP inh noacc	TNAP act hi DEA	Diaphorase act	bIAP inhibitor	L major viab	PMI activator	PMI act satM6P	TNAP inh hi DEA	bIAP activator	Diaphorase inh
CCOc1ccc(NS(=O)(=O)c2ccc3[nH]cc(C(=O)N(CC)CC)c(=O)c3c2)cc1	-13	1.1	0.9	18	-5	1.1	0.9	-6	0.8	7
CCOc1ccc(Cc2nnc(N)s2)cc1OCC	-8	1	0.9	9	3	0.9	0.9	-1	0.9	12
Cc1cccc(OCc2n[nH]c(=S)n2Cc2ccccc2)c1	16	1	0.8	18	4	0.9	0.9	-2	0.8	22
Cc1noc(C)c1C(=O)NCCc1ccc(Cl)cc1	-5	1	0.9	3	-4	0.9	0.9	-2	1	12
CNC(=S)NNC(=O)c1cccc(N(C)C)c1	-75	1	1	-22	-2	1	1.1	-5	1.2	2
CS(=O)(=O)c1nc(-c2ccccc2)c(-c2ccccc2)[nH]1	-1	1	0.9	-20	-6	1	1.1	-1	1.2	14
COc1ccc(NC2c3ccccc3C(=O)N2c2cccnc2)cc1Cl (centres undefined)	2	1	0.9	9	7	0.9	0.9	-1	0.9	10
CCN(CC)S(=O)(=O)c1ccc(C)c(NC(=S)N2CCN(Cc3ccc4c(c3)OCO4)CC2)c1	-4	1	1	-16	96*	0.9	0.9	-3	1.2	5
CCOc1ccc(Br)cc1S(=O)(=O)Nc1cccc(S(=O)(=O)NC2=NCCC2)c1	6	1	0.9	-11	2	0.9	0.9	0	1.1	12
CCOc1ccc(-c2c(=O)n(OCc3ccc([N+](=O)[O-])cc3)c3ccccc3[n+]2[O-])cc1	1	1	0.9	8	-4	0.9	1	-3	0.9	5
CC1CCN(CCCOc2ccc(Br)cc2Cl)CC1	-16	1.1	1	-9	89*	1.1	1	-7	1.1	5
Cc1c(NC(=O)OC(C)C)sc(=S)n1C	-7	1	0.9	9	97*	1	1.1	1	0.9	7
O=C(Nc1ccccc1C(=O)N1CCCCC1)c1cccc(S(=O)(=O)N2CCOCC2)c1	-8	1	1.1	7	-7	1	1.1	-4	0.9	-6
C1=CCC(CN2CCNCC2)CC1 (centres undefined)	-13	1.1	1.1	5	-4	1.3	1.2	-8	0.9	-14
CCN=C(Nc1ccc2c(c1)OCO2)SC1CC(=O)N(c2ccc(OC)cc2)C1=O (centres undefined)	-11	1	0.8	8	0	1	1	-5	0.9	17
CCn1c(=O)cc(OCC(=O)NCc2ccc(C)o2)c2ccccc21	-6	1	1	3	6	1	1	2	1	3
COC(=O)c1ccn(Cc2ccccc2Cl)n1	-14	1.1	0.9	24	-1	0.9	0.9	-6	0.8	8
CCN(CC)CCCNC1CCS(=O)(=O)C1 (centres undefined)	-9	1	0.9	2	-3	0.9	1	-1	1	10
Cn1c(=O)c2c(n(Cc3ccccc3)c1=O)NC(=O)C2CC(=O)O (centres undefined)	-10	1.1	0.9	2	-4	1.2	1.4	-6	1	8
COCCNC(=O)CSc1ccc(C)cc1	-12	1.1	1	-5	-6	1	1	-5	1	3
CC(C)CSc1nc2ccccc2n1CC(N)=O	-12	1.1	0.9	4	-2	1	1	-6	1	12
COc1nc(C#N)nc(N(C)C)n1	-7	1.1	0.9	8	2	1	1	-8	0.9	8
COCCNC(=O)C(c1ccccc1)N(Cc1cccs1)C(=O)Cn1nnc2ccccc21 (centres undefined)	-8	1	0.9	0	10	1	1	1	1	14
O=C(N/N=C/c1ccc(OC(=O)c2cccs2)cc1)c1ccc(F)cc1	8	1	1	4	-7	1.1	1	1	1	3
Cc1noc(C)c1CSc1nnnn1-c1ccc(Cl)cc1	-4	1.1	1	-4	3	1.2	1.1	-8	1	0
Cc1ccc(NC(=O)CCC(=O)NCCO)cc1	-14	1	0.9	2	-1	1	1	-1	1	9
COCCCNc1nc2c(-c3cccc(C(F)(F)F)c3)nnn2c2ccccc12	-13	1	1.1	-4	1	1	1.1	-2	1	-5
COc1ccc(N(CC(=O)Nc2nc3ccc(C)cc3s2)S(=O)(=O)c2c(C)nn(C)c2C)cc1	-10	1	0.8	-11	66*	1	1	0	1.1	20
C=CCNC(=S)NNC(=O)c1ccc(=O)n(Cc2ccccc2)c1	-91	1	1	-40	0	1	1	1	1.4	2
Cc1cccc(C(=O)NCC(=O)OCC(=O)N2CCc3ccccc32)c1	-3	1	0.9	4	-1	1	1	-3	1	10
Cc1onc(-c2c(F)cccc2Cl)c1C(=O)OCc1cnc(Cl)s1	-13	1	0.9	16	24	1	1	-4	0.8	10
Cc1cc(NC(=O)COC(=O)c2ccc(S(=O)(=O)N3CCCC3)cc2)no1	-11	1	0.9	-3	-7	1.1	1	-4	1	5
CC(C)Cn1c2c(c(=O)[nH]c1=O)C(C(F)(F)F)(C(F)(F)F)N=C(CCC1CCCCC1)N2	-21	1	0.9	2	80*	1.1	1	-3	1	7
Cn1cc(C(=O)c2ccccc2)cc1-c1nc2ccccc2n1C	-3	1	0.8	-10	39	0.8	0.8	-1	1.1	20
C=CCn1c(SCC#N)nc2sc(CC)cc2c1=O	-7	1	1	-4	18	0.9	1	-2	1	2
Cc1nn(-c2ccccc2)c2[nH]c(=O)c(CNc3ccc(N4CCOCC4)cc3)cc12	-15	1	0.7	-7	-6	0.7	0.4	-1	1.1	32
Cc1ccc(CN(c2ccc(C(=O)N3CCc4ccccc4C3)cc2)S(C)(=O)=O)cc1	-9	1.1	0.8	0	5	0.9	0.9	-6	1	23
CCCCN(C(=O)CNC(=O)c1ccco1)C(C(=O)NC1CCCCC1)c1ccc(OC)cc1OC (centres undefined)	-14	1.1	0.8	-4	22	1	1	-6	1	15
Cc1ccccc1-n1c(C)nc2ccccc21	-22	1	0.9	11	5	1	0.9	-2	0.9	9
COc1ccc(-c2oc(NC(C)=O)c(C#N)c2-c2ccc(OC)cc2)cc1	27	1	0.9	4	16	1	1	-5	1	11
N#Cc1sc2nc3c(cc2c1N)CCCC3	-8	1	0.8	14	4	0.9	0.9	-2	0.9	24
